Screening results from PubChem BioAssay.
IDE inh – inhibits human insulin-degrading enzyme in HEK cells | P14735 | FAbetaB cleavage, fluorescence polarization | inhibition, % at 5.59 µM | hit rate 0.41% among 320,000;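 active = percent inhibition above the average of all tested compounds plus 3 SD, set per screening campaign, cut at about 16% in these data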;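 note: IDE supplied by intact live HEK cells; FP after avidin binding of uncleaved biotin substrate so inhibition keeps polarization high; 0% = DMSO wells and 100% = 60 µM reference IDE inhibitor Ii1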
M4 PAM – potentiates acetylcholine response at human M4 receptor; P08173; CHO-K1 hM4/Gqi5, Fluo-8 calcium fluorescence, ACh EC20; 0% = ACh EC20, 100% = maximal ACh; activation, % at 3 µM; hit rate 0.4% among 360,000; AID 624126;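 active = activation above its plate's cutoff, the mean activation of sample wells plus 3 SD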; note: some results filed as inactive read as strong as hits
Target sequence (P08173 whole entry, looked up): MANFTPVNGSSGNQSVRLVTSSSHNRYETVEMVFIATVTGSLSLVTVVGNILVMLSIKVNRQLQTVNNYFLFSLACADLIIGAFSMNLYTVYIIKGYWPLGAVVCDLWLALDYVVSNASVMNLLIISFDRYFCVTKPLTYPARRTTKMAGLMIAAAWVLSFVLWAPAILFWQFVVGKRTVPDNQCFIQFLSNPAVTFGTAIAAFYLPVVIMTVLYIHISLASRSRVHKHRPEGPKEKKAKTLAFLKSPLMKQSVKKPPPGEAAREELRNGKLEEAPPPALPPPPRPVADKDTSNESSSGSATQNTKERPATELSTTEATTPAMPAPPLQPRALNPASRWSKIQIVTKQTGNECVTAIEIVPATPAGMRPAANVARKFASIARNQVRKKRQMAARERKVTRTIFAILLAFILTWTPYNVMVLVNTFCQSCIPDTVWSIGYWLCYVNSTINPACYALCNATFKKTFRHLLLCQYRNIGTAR
PHOSPHO1 block – PHOSPHO1 (human) inhibition | Q8TCT1 | recombinant PHOSPHO1, absorbance phosphatase assay | inhibition, % at 13.3 µM | hit rate 1.1% among 290,000 | AID 1565; in the data active = inhibition above about 60%
Target sequence (Q8TCT1 whole entry, looked up): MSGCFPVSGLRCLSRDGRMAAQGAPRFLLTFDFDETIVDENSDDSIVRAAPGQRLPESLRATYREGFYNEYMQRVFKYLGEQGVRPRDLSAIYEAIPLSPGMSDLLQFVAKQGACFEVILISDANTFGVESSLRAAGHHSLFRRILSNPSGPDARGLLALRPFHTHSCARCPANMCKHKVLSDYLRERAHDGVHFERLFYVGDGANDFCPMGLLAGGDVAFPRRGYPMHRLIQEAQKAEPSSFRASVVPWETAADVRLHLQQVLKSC
CRFBP-R2 agonist – CRF-BP/CRF-R2 complex agonism | activation, % at 13.2 µM | hit rate 0.46% among 350,000 | HEK293 CRF-R2/CRF-BP, calcium dye fluorescence (FLIPR); percent of saturating CRF peptide response | AID 588473;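 active = activation of at least 50%, plus an integration ratio under a set limit after plate pattern correction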;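 note: plate controls were neutral control wells without compound for no effect and CRF at EC100 for full effect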
pCIP destab – lowers stability of the mouse p/CIP coactivator protein; Q05BA5; F442A p/CIP-EGFP cells, EGFP fluorescence, 16 h; decrease of EGFP signal, % at 10 µM; hit rate 0.01% among 290,000; AID 1984;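 active = EGFP signal decrease of at least 30% at 10 µM or well 3 SD below plate mean, unless failing retest; inactive = the rest, including hits failing retest or dose response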; note: some compounds called inactive have numbers as strong as hits; many of its hits are not listed in these tables
MEKK3 PB1 HTS – MEKK3-MEK5 PB1 interaction, increase or decrease; bead-based flow cytometry, Alexa488-MEK5 binding to MEKK3; actives lie on both sides; 0 = blocked by unlabeled MEK5, 100 = vehicle; binding response (% of control), % at 10 µM; hit rate 1.4% among 290,000; AID 1529;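 active = binding response more than 3 SD above or below the average of its plate-row segment, actives on both sides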;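 note: Alexa488 bead fluorescence after subtracting the streptavidin-only scavenger bead signal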
GalR3 antagonist – antagonists of human GalR3; HEK293 GalR3-CNG cAMP membrane potential fluorescence; galR3 body fused to GalR1 C-terminus; inhibition, % at 3 µM; hit rate 0.44% among 360,000; AID 651719;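 active = inhibition above the screen-wide average plus 3 SD, cut at about 13% in these data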;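 note: forskolin and galanin both at EC90 stimulate the cells; cAMP rise reported by CNG channel membrane potential dye signal; 0% = forskolin plus galanin with DMSO and 100% = forskolin alone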
Target sequence (O60755 1-299 limits assumed): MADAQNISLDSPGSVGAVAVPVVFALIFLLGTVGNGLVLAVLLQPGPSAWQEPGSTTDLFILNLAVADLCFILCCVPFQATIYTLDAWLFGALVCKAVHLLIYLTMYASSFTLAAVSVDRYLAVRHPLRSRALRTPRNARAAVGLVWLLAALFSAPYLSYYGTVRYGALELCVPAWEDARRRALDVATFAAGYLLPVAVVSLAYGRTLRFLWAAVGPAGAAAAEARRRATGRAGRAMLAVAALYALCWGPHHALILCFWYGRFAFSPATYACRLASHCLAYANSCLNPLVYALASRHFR
CRFR2-BP antag – blocks CRF-induced signaling of the CRF-BP/CRF-R2 complex. HEK293 CRF-R2/CRF-BP, CRF-induced calcium fluorescence. inhibition, % at 11.8 µM. hit rate 0.59% among 350,000. AID 588475;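 active = inhibition of the ligand-induced calcium signal above about 50% at the single tested concentration, limit read from the data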
IDE act – activators of human insulin-degrading enzyme in cells; HEK cells, FAbeta-B cleavage, fluorescence polarization; 0% vehicle, 100% cell-free pure enzyme wells; activation, % at 5.96 µM; P14735; hit rate 0.073% among 340,000;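 active = activation above the mean of all tested compounds plus 3 SD, set per screening campaign, cut at about 17% in these data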
* hit, by the source's call; . = no result given.

cpd	molecule	IDE inh	M4 PAM	PHOSPHO1 block	CRFBP-R2 agonist	pCIP destab	MEKK3 PB1 HTS	GalR3 antagonist	CRFR2-BP antag	IDE act
1	COc1cccc(C(=O)NCC2(c3ccc(OC)c(OC)c3)CCCC2)c1	2	1	-60	-0.8	-5	103	-6	18	2
2	COc1ccc(CC(=O)Nc2nnc(C(C)C)s2)cc1OC	-4	0	-6	-0.3	-4	94	-5	-14	3
3	CCOC(=O)C1(CCOc2ccccc2)CCN(Cc2ccc(C#CCCO)cc2)CC1	2	-11	24	0.3	-18	103	-4	-12	3
4	CCOC(=O)N/N=C\c1ccc([N+](=O)[O-])o1	-3	7	8	-1.4	-10	99	-1	32	4
5	CC(C)COC(=O)C(C#N)c1nc2ccccc2nc1N1CCN(Cc2ccc3c(c2)OCO3)CC1 (configuration not stated)	1	-6	5	0.7	-23	106	-2	-1	3
6	COC(=O)c1ccc(S(=O)(=O)N2CCCCCC2)n1C	2	-10	23	1.4	1	100	-4	-4	-1
7	CC1(C)Cc2ccccc2-c2c1c(=O)n(Cc1ccccc1)c1nnnn21	7	-1	-8	-1.1	-4	107	-5	61*	-3
8	COc1ccc(NC2CC(=O)N(c3cc([N+](=O)[O-])ccc3C)C2=O)cc1 (configuration not stated)	4	3	-6	-2.6	-5	93	-7	-5	6
9	O=C(NCCN1CCN(C(=O)c2ccc(F)cc2)CC1)c1ccc(F)cc1	-2	4	-39	-1.4	5	105	0	5	5
10	C=CCC1(C(=O)N(C)Cc2ccccc2)CCN(C(=O)OC(C)(C)C)CC1	2	2	.	-1.0	.	97	-4	6	1
11	O=C(NC(=S)Nc1ccccc1Br)c1ccc2c(c1)OCO2	-6	2	22	-0.8	-4	102	-3	-8	-1
12	Cc1cc(C(=O)CSc2n[nH]c(N)n2)c(C)n1-c1ccc2c(c1)OCO2	-5	2	-18	-2.5	6	95	0	-2	2
13	CC(=O)Nc1ccc2nc(C)n(Cc3ccc(Cl)cc3)c(=O)c2c1	6	-5	6	-1.2	-46	102	1	-5	-2
14	Cc1cccc(N(CC(=O)NCc2ccco2)C(=O)CCC(=O)Nc2ccccn2)c1C	-1	-2	31	-0.9	5	103	-8	-8	4
15	CCOC(=O)CC1C(=O)NCCN1C(=O)Nc1ccc(Cl)cc1 (configuration not stated)	0	5	-22	0.8	1	98	-4	6	-4
16	CC(C)n1nc(C(=O)N2CCN(S(=O)(=O)c3cccs3)CC2)c2ccccc2c1=O	-4	.	36	.	-10	116	-3	.	.
17	COc1cc(C(C)=O)ccc1OCC(O)CN1CCN(c2c(C)cccc2C)CC1 (configuration not stated)	-5	-7	-21	-1.7	-4	103	-14	1	6
18	Cn1c(SCC(=O)Nc2cccnc2Cl)nc2ccccc21	1	10	.	-4.1	.	.	-3	-3	-2
19	Cc1csc(NC(=O)c2ccc(C)o2)n1	-1	12	22	0.4	-12	96	-2	20	1
20	CC1=NN(c2ccccc2)C(=O)/C1=C/c1ccc(Cl)cc1	.	1	-1	0.0	-1	101	-8	-5	1
21	CCCCCC(=O)NNC(=O)c1ccc(-c2ccccc2)cc1	10	13	-8	-1.8	-4	102	-8	17	1
22	Cc1ccccc1S(=O)(=O)Cc1ccc(C(=O)N2CCN(c3ncccn3)CC2)o1	11	-9	-31	-0.3	-14	101	2	-9	1
23	Cc1c(O)ccc(C(=O)CN2CCN(Cc3ccc4c(c3)OCO4)CC2)c1O	0	-4	0	-2.0	-5	101	-1	-5	-2
24	O=C(Nc1nnc(-c2ccccc2Cl)o1)c1ccco1	-3	-6	-3	0.5	2	105	-5	10	6
25	CCC/C(O)=C1\C(=O)CCCC1=NCCc1ccc(OCC)c(OCC)c1	-4	-1	40	-0.6	-1	102	-1	-26	5
26	CCOC(=O)c1[nH]c(C)c(C(=O)Nc2ccccc2C)c1C	4	9	13	-2.2	1	101	0	5	6
27	Cc1cc(C)c2c(N)c(C(=O)N3CCCCCC3)sc2n1	-6	-1	6	-0.4	-6	99	1	12	-6
28	Cc1ccc2[nH]c(=O)c(CN(Cc3cccs3)S(=O)(=O)c3ccc4c(c3)OCCO4)cc2c1	-2	-2	-5	10	6	96	3	-22	-5
29	COc1ccc(CNC(=O)CNS(=O)(=O)c2ccc(Cl)cc2)cc1	-6	-3	2	-1.3	8	97	2	11	7
30	C=CCN(C(=O)CCC(=O)O)C1CC(=O)N(c2ccc(OCCC)cc2)C1=O (configuration not stated)	2	-2	29	0.8	-9	105	1	7	-2
31	Cn1cnnc1SCC(=O)c1ccc2c(c1)CCCC2	1	3	19	-3.2	-4	107	-9	-3	1
32	CC(=O)CSc1ccc(-c2nc3cc(C)c(C)cc3[nH]2)cn1	5	-1	-12	1.1	-7	73	-5	-6	-9
33	O=C(O)CCCN1C(=O)C(=O)/C(=C(/O)c2ccccc2)C1/C=C/c1ccccc1 (configuration not stated)	-3	0	48	-0.5	-12	117	-2	15	12
34	CCC1Oc2ccc(C)cc2N(CC(=O)NCCN2C(C)CCCC2C)C1=O (configuration not stated)	9	-6	5	-0.4	-11	105	-5	8	5
35	NNC(=O)c1[nH]c(-c2ccccc2)cc1-c1ccccc1	-1	-3	25	0.1	6	106	-8	-30	-2
36	CC(=O)NS(=O)(=O)c1ccc(NC(=O)CCC(=O)Oc2ccc(C)cc2)cc1	1	6	26	-1.6	-11	107	-11	11	-3
37	CCC1CCCCN1CCCNC(=O)c1cn(CC(C)C)c(=O)c2cc(OC)c(OC)cc12 (configuration not stated)	-4	-4	7	1.0	4	119	0	14	5
38	CC1(C)CC(NC(=O)Cc2ccc(Cl)cc2)CC(C)(C)N1	5	3	-125	-1.4	-2	106	-9	31	1
39	O=C(Nc1cc([N+](=O)[O-])ccc1Cl)C(Sc1ccccc1)c1ccccc1 (configuration not stated)	-1	-7	-4	-0.4	10	99	-6	1	4
40	O=C(COc1ccc(Cl)cc1)N1CCCCC1	3	4	-1	-0.4	7	106	2	-3	3
41	CC1=C(C(N)=O)C(c2ccccc2F)NC(=O)N1 (configuration not stated)	7	5	14	3.6	-26	99	-3	2	-3
42	O/N=C1\CCCc2c1nc(-c1ccccc1F)n2O	0	-4	27	0.1	-10	130*	2	0	.
43	CCOc1cccc(/C=N/Nc2ccc(S(=O)(=O)N(CC)CC)cn2)c1O	-4	1	-2	-2.0	5	95	-5	20	5
44	COc1cccc(N2CC(C(=O)Nc3ccc(F)cc3)CC2=O)c1 (configuration not stated)	7	2	35	0.0	-31	105	-3	-5	3
45	Fc1ccc(-c2ccnc3nc(N4CCOCC4)nn23)cc1	-2	0	33	-0.1	-6	99	-3	4	5
46	CNS(=O)(=O)c1ccc(N2CCCC2)c([N+](=O)[O-])c1	-3	-4	25	0.0	-17	86	0	1	-6
47	O=C(Cn1cnc([N+](=O)[O-])c1)Nc1ccc(F)c(Cl)c1	.	0	14	3.8	3	96	-10	-18	1
48	Cc1cccc2sc(NNC(=O)c3ccc(S(=O)(=O)N4CCCC(C)C4)cc3)nc12 (configuration not stated)	-1	-11	-11	1.8	6	96	.	-20	-5
49	COC(=O)C1=CN(Cc2ccc(OC)c(OC)c2)C=C(C(=O)OC)C1c1ccccc1F	.	9	39	1.4	2	109	-12	11	1
50	CC1C(=O)c2ccccc2CC1C(=O)O (configuration not stated)	.	0	.	-2.9	.	.	-5	-1	0
51	CC12CCC(=O)N1C(C(=O)Nc1ccccc1N1CCCC1)CS2 (configuration not stated)	.	4	.	-0.7	.	.	-3	-5	4
52	Cc1cc(C)nc(Nc2ncc(O)n2-c2ccccc2)n1	1	-7	8	-0.9	-17	103	-1	-13	-1
53	COc1cc(C(=O)NC23CC4CC(CC(C4)C2)C3)cc(OC)c1OC	.	10	14	-3.6	6	107	5	-5	-4
54	CC(=O)Nc1c(Cl)c(Cl)c2c(c1Cl)C(=O)c1cc(Cl)ccc1-2	.	-1	.	6.5	.	.	-6	-11	1
55	N#C/C(=C\c1ccc[nH]1)C(=O)Nc1ccccc1Cl	3	-2	22	2.1	0	104	-4	11	-6
56	O=C(O)c1nn(Cc2csc(-c3ccccc3)n2)c(=O)c2ccccc12	1	4	-29	1.6	-21	99	-9	-8	2
57	COc1ccc(-n2c(SCC(=O)N/N=C(\C)c3cccnc3)nc3ccccc3c2=O)cc1	0	2	32	0.9	8	87	0	6	.
58	CCC(CO)Oc1cc(NC(=O)c2ccc([N+](=O)[O-])cc2)c2ncn(C(C)C)c2c1 (configuration not stated)	-3	-1	.	-1.8	.	.	1	11	0
59	C/C(N)=C(/C#N)C(=O)CSc1nnc(NC(C)C)s1	-7	10	23	6.6	-6	106	-2	3	-1
60	O=C(NCc1cccs1)C1CCC(CNS(=O)(=O)c2cccs2)CC1 (configuration not stated)	-1	-3	2	2.4	-6	104	3	-17	5

Nos. 59 through 60 from above:
cpd	molecule	IDE inh	M4 PAM	PHOSPHO1 block	CRFBP-R2 agonist	pCIP destab	MEKK3 PB1 HTS	GalR3 antagonist	CRFR2-BP antag	IDE act
59	C/C(N)=C(/C#N)C(=O)CSc1nnc(NC(C)C)s1	-7	10	23	6.6	-6	106	-2	3	-1
60	O=C(NCc1cccs1)C1CCC(CNS(=O)(=O)c2cccs2)CC1 (configuration not stated)	-1	-3	2	2.4	-6	104	3	-17	5

Further structures follow.
cpd	molecule	IDE inh	M4 PAM	PHOSPHO1 block	CRFBP-R2 agonist	pCIP destab	MEKK3 PB1 HTS	GalR3 antagonist	CRFR2-BP antag	IDE act
61	COc1ccccc1CNCc1cc(OC)c(OC)c(OC)c1	1	15	2	-1.6	4	102	-5	21	0
62	O=C(O)c1ccc(-c2nnc(-c3cccc(Br)c3)o2)cc1	.	-1	24	-3.5	-2	107	-10	-8	3
63	Cc1ccccc1N1CCN(C(=O)c2ccccc2NC(=O)/C=C\C(=O)O)CC1	-3	10	-8	2.0	2	108	-7	-3	-5
64	CCOc1ccc2nc(NCCNC(=S)NCCCN(C)C)c(C#N)cc2c1	-1	2	48	1.5	-11	74	-10	-6	6
65	CC(Oc1ccc2ccccc2c1)C(=O)N/N=C/c1cccnc1 (configuration not stated)	2	-4	51	1.3	6	94	-1	2	-3
66	COc1ccc(C2=CC(c3c(C)nn(-c4ccccc4)c3Cl)n3nnnc3N2)cc1OC (configuration not stated)	-1	9	5	18	5	103	-1	-13	-3
67	CCOc1ccccc1NC(=O)c1cc(CC(C)C)oc1C	0	1	6	0.1	2	90	-4	21	7
68	O=C(OCC(=O)N1CCN(c2ccccc2)CC1)c1cc(F)c(F)cc1Cl	.	-5	.	-0.4	.	.	-4	-9	.
69	CN(C)CCNc1nc2sc3c(c2c(=O)n1-c1ccccc1)CCCCC3	4	-5	37	1.6	1	95	-6	-23	6
70	CCCNC(=O)NC(=O)COC(=O)c1ccc(S(=O)(=O)N(C)c2ccccc2OC)cc1	7	-13	17	-0.8	-11	87	-2	3	3
71	O=C(N/N=C/c1ccc(N2CCOCC2)cc1)c1ccc(NS(=O)(=O)c2cccs2)cc1	-2	-7	32	0.7	2	103	4	1	3
72	COc1ccc(-c2nnc3ccc(SCc4ccccc4)nn23)cc1	1	6	36	-1.6	-15	105	3	2	-2
73	CC1CN(CC(O)COCc2ccc3c(c2)OCO3)CC(C)O1 (configuration not stated)	-1	5	56	0.4	3	101	-5	14	-1
74	O=C(COc1ccc(Cl)cc1Br)NC1CC1	-2	3	.	-1.2	.	.	-4	3	3
75	Cc1ccc2oc(C(=O)N3CCC(C(N)=O)(N4CCCCC4)CC3)c(C)c2c1	-4	1	40	-1.4	3	104	4	-21	0
76	O=C(O)COc1ccc(/C=N/O)cc1Br	1	-2	3	-0.3	4	102	-5	-2	5
